Source: PubChem
Mito fusion yeast = inhibitors of mitochondrial division or activators of mitochondrial fusion. S. cerevisiae fusion-defective mutant growth rescue, CellTiterGlo 48 h. AID 485298. hit rate 0.23% among 320,000. Potency, µM (titrated, usually from 46.1 µM), for the others: top-dose growth rescue (activation), hits mostly activators;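 also: potency is read from the fitted curve at half-maximal effect; % of control where 0% means no effect; nearly all actives have a fitted effect of over 45% in size; temperature-sensitive fusion mutants such as fzo1-1 at 37 °C on non-fermentable ethanol glycerol medium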
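Read-out: ATP-based luminescence (CellTiterGlo, 10 min ambient) reporting growth of fusion-defective ts yeast after 48 hours at 37C on glycerol/ethanol YPEG medium in the presence of compound.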
Eya2 inh = blocks the phosphatase activity of human Eya2; hit rate 0.006% among 330,000; O00167; recombinant Eya2, OMFP fluorescence dephosphorylation (OMFP is methylfluorescein phosphate); Potency, µM (highest dose often 76.9 µM), for the others: top-dose activity, negative = inhibition, actives largely listed as inhibitors; also: potency is read from the fitted curve at half-maximal effect; % is scaled to controls: 0 for no effect and ±100 for the full control effect
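Eya2 (0.2 uM) preincubated 10 min at ambient with compound, then OMFP substrate added at 50 uM; 10 min reaction in 50 mM HEPES pH 7.5, 50 mM NaCl, 5 uM MgCl2, 0.05% BSA, 1 mM DTT. Fluorescence read at Ex 485/Em 525 nm.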
TSHR antag = human thyrotropin receptor antagonism; hit rate 0.2% among 330,000; P16473; TSHR-expressing cells, TSH-stimulated cAMP HTRF, 2 h; hits give low values; activity change, negative = inhibition, % at 11.5 µM;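 active = activity change below a set negative limit, meaning inhibition stronger than a set level, cut at about -70% in these data; inconclusive = activity change between two set negative limits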; also: % is scaled to controls: 0 for no effect and ±100 for the full control effect
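Inhibition of cAMP made by TSHR-expressing cells under TSH stimulation (4nM final, EC80; 2 h, 37 deg C) is quantified with a one-step lysis HTRF kit, anti-cAMP cryptate versus cAMP-d2.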
GALK inh = inhibitors of human galactokinase. P51570. Purified GALK, Kinase-Glo residual ATP luminescence. Potency, µM (highest dose often 57.5 µM), inactives show at the top dose activity change, negative = inhibition, hits mostly inhibitors. hit rate 0.007% among 270,000; also: potency is read from the fitted curve at half-maximal effect; % is scaled to controls: 0 for no effect and ±100 for the full control effect
Target sequence (P51570 whole entry, looked up): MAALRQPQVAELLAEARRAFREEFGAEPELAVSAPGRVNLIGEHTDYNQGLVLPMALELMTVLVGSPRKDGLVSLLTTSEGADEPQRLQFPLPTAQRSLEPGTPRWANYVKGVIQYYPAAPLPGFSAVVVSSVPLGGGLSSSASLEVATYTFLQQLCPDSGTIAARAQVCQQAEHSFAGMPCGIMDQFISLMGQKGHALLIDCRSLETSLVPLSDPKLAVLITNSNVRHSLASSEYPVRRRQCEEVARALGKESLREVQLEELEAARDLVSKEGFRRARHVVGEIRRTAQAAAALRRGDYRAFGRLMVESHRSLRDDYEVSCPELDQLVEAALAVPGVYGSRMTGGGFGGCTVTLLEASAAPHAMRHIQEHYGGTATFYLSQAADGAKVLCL
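ATP-depletion format; final 35 uM ATP, 100 uM D-galactose, 5 nM enzyme; pH 8.0 HEPES/Mg2+ buffer; 60 min RT; luminescence read 10 min after detection reagent.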
MBNL1-CUG inh = inhibitors of human MBNL1 binding to CUG repeat RNA. Q9NR56. TR-FRET MBNL1-His/biotin-(CUG)12 binding, 665/545 ratio. Potency, µM (highest dose often 57.5 µM), inactives show at the top dose activity change, negative = inhibition, usual class: inhibitors. hit rate 0.036% among 280,000. AID 2675; active = well fitted inhibition curve with a large enough effect in the signal ratio, with a control signal flat, not every such curve was filed as active; inconclusive = small, poorly fitted or top-dose-only effect, or effect the other way, or a change in a side signal; inactive = no such curve, though single readings can be large or run the other way; the % refers to the signal ratio; also: potency is read from the fitted curve at half-maximal effect; % is scaled to controls: 0 for no effect and ±100 for the full control effect
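Inhibition of protein-RNA binding appears as loss of TR-FRET between terbium anti-His antibody on MBNL1-His and streptavidin-XL665 on biotin-(CUG)12. Activity is normalized to buffer-only and uninhibited-complex controls.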
ASM inhibitor = human S-ASM enzyme inhibition. hit rate 0.006% among 340,000. P17405. AID 504937. Potency, µM (top dose mostly 57.5 µM), for the others: top-dose activity change, negative = inhibition, actives largely listed as inhibitors. placental ASM, HMU-PC fluorogenic substrate, 60 min; also: potency is read from the fitted curve at half-maximal effect
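Human placenta-derived ASM enzyme was preincubated with compound for 10 minutes at room temperature, then given fluorogenic substrate HMU-PC0 (9 uM final) for 60 minutes at 37 °C; a pH 10 stop preceded fluorescence reading at Ex 386/Em 447 nm.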
Chronic BCR inh = chronic active BCR signaling inhibition | ABC-DLBCL IkBa-CBG/CBR reporter, luminescence ratio, 4 h | Potency, µM (titrated, usually from 46.1 µM), for the others: top-dose ratio change, negative = lower green/red ratio, actives largely listed as inhibitors | hit rate 0.05% among 340,000 | AID 493014; active = well fitted inhibition curve with a large enough effect in the signal ratio, with a control signal flat, not every such curve was filed as active; inconclusive = small, poorly fitted or top-dose-only effect, or effect the other way, or a change in a side signal; the % refers to the signal ratio;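 also: potency is read from the fitted curve at half-maximal effect; plate controls were basal doxycycline-induced cells for no effect and cells given 10 µM MG132 for full effect; MG132 reads +100%, hits lower the ratio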
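Doxycycline induced both beetle luciferases in TMD8 lymphoma cells; IKK-driven degradation limits the IkappaBalpha-fused green signal, while red luminescence normalises for cell number and nonspecific effects. Compounds tested up to 46 uM, 4 hrs.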
Menin MLL FP TR = inhibitors of human menin-MLL interaction, mutant MLL peptide | O00255 | Menin + Texas Red MLL mutant peptide, fluorescence polarization | Potency, µM (highest dose often 61.6 µM), without a hit: top-dose FP activity change, negative = inhibition, most hits filed as inhibitors | hit rate 0.23% among 270,000 | AID 1768; active = well fitted inhibition curve with a large enough effect in the polarisation, with a control signal flat, not every such curve was filed as active; inconclusive = small, poorly fitted or top-dose-only effect, or effect the other way, or a change in a side signal; inactive = no such curve, though single readings can be large or run the other way; the % refers to the polarisation; also: potency is read from the fitted curve at half-maximal effect; % of control where 0% means no effect; many of its hits are not listed in these tables
Target sequence (O00255 whole entry, looked up): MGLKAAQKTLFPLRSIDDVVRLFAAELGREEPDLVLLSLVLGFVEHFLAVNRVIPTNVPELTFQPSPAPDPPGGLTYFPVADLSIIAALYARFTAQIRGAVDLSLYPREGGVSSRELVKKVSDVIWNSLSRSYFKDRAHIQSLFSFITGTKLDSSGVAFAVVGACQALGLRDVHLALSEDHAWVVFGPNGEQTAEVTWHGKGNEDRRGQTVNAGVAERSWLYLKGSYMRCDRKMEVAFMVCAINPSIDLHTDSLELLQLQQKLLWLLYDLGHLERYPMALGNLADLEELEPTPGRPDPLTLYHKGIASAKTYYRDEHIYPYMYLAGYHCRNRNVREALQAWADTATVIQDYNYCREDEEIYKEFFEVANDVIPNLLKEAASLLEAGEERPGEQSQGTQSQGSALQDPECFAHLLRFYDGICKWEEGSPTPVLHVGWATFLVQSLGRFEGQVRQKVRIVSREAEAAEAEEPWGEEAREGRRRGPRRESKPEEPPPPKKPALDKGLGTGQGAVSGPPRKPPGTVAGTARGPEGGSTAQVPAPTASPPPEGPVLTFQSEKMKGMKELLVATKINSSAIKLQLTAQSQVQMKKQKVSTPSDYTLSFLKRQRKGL
KCNH2 WT inh = blocks the wildtype human KCNH2 potassium channel. activity change, % at 1.84 µM. AID 720551. hit rate 0.37% among 340,000. Q12809. U2OS, BacMam KCNH2, thallium flux FluxOr; hits give low values;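 active = maximum activity change below -70%; inconclusive = maximum activity change between -70% and -50%; inactive = maximum activity change above -50%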; also: % is scaled to controls: 0 for no effect and ±100 for the full control effect
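U2OS cells were transduced with wild-type KCNH2 virus (2.03 x 10^8 / mL) for 4 h at room temperature, then cultured overnight at 37 C. Thallium flux was read with FluxOr dye. Rate constants were normalized to DMSO controls.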
USP2a block = inhibitors of human ubiquitin-specific protease USP2a. Potency, µM (titrated, usually from 38.3 µM), inactives show at the highest dose activity change, negative = inhibition, most hits filed as inhibitors. AID 463254. USP2 core, Ub-CHOP2 coupled fluorogenic reporter, 485/531. O75604. hit rate 0.01% among 330,000;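 also: potency is read from the fitted curve at half-maximal effect; plate controls were DMSO wells for no effect and full inhibition by NEM control for full effect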
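USP2 core (10nM final) preincubated 30min RT with compound in 20mM Tris-HCl pH 8.0, 2mM CaCl2, 2mM beta-mercaptoethanol, 0.05% CHAPS; 25nM Ub-CHOP2 plus 25nM reporter substrate added, fluorescence (Ex485/Em531) read after 60min.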
PKM2 act = activators of human pyruvate kinase M2 | purified PKM2, Kinase-Glo ATP luminescence, activation; response scale: 0% is enzyme alone, no compound | hit rate 0.34% among 260,000 | Potency, µM (titrated, usually from 57.5 µM), for inactives: at the highest dose activation, usual class: activators | AID 1631; also: potency is read from the fitted curve at half-maximal effect; % is scaled to controls: 0 for no effect and ±100 for the full control effect; nearly all actives have a fitted effect of over 55% in size
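Kinase-Glo luminescence reports ATP generated from ADP (0.1 mM) and PEP (0.5 mM) by purified hPK-M2 after 1 h at room temperature, pH 7.2 imidazole buffer; intermediate enzyme activity allows detecting inhibitors and activators.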
Starred values were filed as active, the others as inactive; u = inconclusive; x = not tested or not shown; & = joins results of further samples; [ ] = dose if it differs, or a comment. Unless noted, calls follow the shape of the dose curve; as a rule, active = well fitted curve in the direction sought with a large enough effect; inconclusive = small, poorly fitted or top-dose-only effect, or another doubt; inactive = no such curve, though single readings can be large; an effect the other way counts as inactive or inconclusive.

| mol | Mito fusion yeast | Eya2 inh | TSHR antag | GALK inh | MBNL1-CUG inh | ASM inhibitor | Chronic BCR inh | Menin MLL FP TR | KCNH2 WT inh | USP2a block | PKM2 act |
| --- | --- | --- | --- | --- | --- | --- | --- | --- | --- | --- | --- |
| CC(C)[C@H]1CC2C3CC=C4C[C@@H](O)CC[C@]4(C)C3CC[C@]2(C)[C@H]1O (some centres undefined) | x | -14% | -14 | x | x | 3% | -1% | x | 5 | 4% | x |
| Cc1ccc(N2C(=O)NC(=O)/C(=C/c3cnc(-c4ccccc4)nc3)C2=O)cc1C | 2% | 12% | -1 | x | 16% | -3% | 2% | 22% | -12 | 5% | 2% |
| Cn1cc(C=C(C#N)C#N)c2ccccc21 | 0% | 2% | -3 | 7% | 65%[activator] | -3% | 15% | 2% | -24 | 1% | -3% |
| O=C(O)c1c(C(=O)O)c(-c2ccc(Br)cc2)n2c1CSC2 | -8% | 9% | 8 | -3% | -2% | 10% | 1% | u | 4 | 5% | x |
| CC(C)CN(C(=O)CN1CC=C(c2ccccc2)CC1)c1c(N)n(CC(C)C)c(=O)[nH]c1=O | -2% | 2% | 1 | 7% | 9% | -1% | -6% | -26% | 4 | 1% | 1% |
| N#CC(C#N)=Cc1ccc(C=C(C#N)C#N)cc1 | -2% | -6% | 5 | x | -2% | 2% | -3% | x | 2 | 9% | 7% |
| O=C(CCl)NCC1CCCO1 (centres undefined) | -9% | 10% | -5 | -2% | 0% | 0% | 0% | -1% | -9 | 2% | 4% |
| O=C(CN1CCCC1)Nc1ccc(Cl)cc1C(=O)c1ccccc1 | -2% | -5% | 15 | 10% | -5% | -1% | 4% | -18% | -15 | -5% | x |
| COc1cc(C)c(CNCCc2c[nH]c3ccccc23)cc1C | -35%[inhibitor] | 16% | 3 | x | -6% | 3% | u | u | 15 | -1% | x |
| CCCc1nc2ccc(Br)cc2c(=O)n1-c1ccc([N+](=O)[O-])c(C(F)(F)F)c1 | -4% | -12% | -5 | 0% | -6% | -9% | 8% | u | -2 | 2% | 1% |
| O=[N+]([O-])c1cccc(C2N3CCCN23)c1 (centres undefined) | -4% | -10% | -6 | 0% | u | -1% | 2% | -21% | x | 0% | -4% |
| COC(=O)C1=C(c2ccc(F)cc2OCc2ccccc2)C[C@@H]2CC[C@H]1N2C(=O)NCCNC(C)=O | -7% | 2% | 27 | x | x | 4% | 1% | x | 10 | 2% | x |
| CC(C)OCC(O)CN1CC2C[C@@H](C1)Cn1c2cccc1=O (some centres undefined) | 2% | 17% | 6 | 3% | 1% | 4% | 6% | 1% | -7 | 2% | x |
| CCOP(=S)(OCC)C(O)CCCCCn1c(=O)c(F)cn(C2CCCO2)c1=O (centres undefined) | 6% | -9% | 23 | -2% | -4% | 2% | 5% | -2% | 2 | 1% | -7% |
| Fc1ccc2c(c1)nnn2C1CCN(Cc2ccccc2)CC1 | -1% | 3% | 5 | -3% | -8% | 0% | 5% | -22% | 23 | -2% | -11% |
| N=C1C(c2ccccc2)=C(O)CN1Cc1ccco1 | 2% | 4% | 4 | 0% | 20% | 3% | 0% | 1% | 0 | 0% | -2% |
| CCN(CC)P(=O)(/C=C(\Cl)c1ccccc1)/C=C(\Cl)c1ccccc1 | -2% | -4% | 14 | 0% | 0% | 0% | 3% | u | 1 | 1% | 5% |
| Cc1cccc(-c2nc(Nc3ccc(O)cc3)c3ccccc3n2)c1 | 35µM* | -5% | -4 | 0% | -9% | -12% | u | u | -6 | 0% | x |
| CC(=O)OC1(Cc2ccccc2)CN2CCC1c1ccccc12 (centres undefined) | 0% | -1% | 1 | 1% | -2% | -2% | u | -19% | 3 | 1% | -1% |
| CCOc1cc2c(cc1OCC)-n1cccc1C(c1cccc(F)c1)NC2 (centres undefined) | -42%[inhibitor] | -6% | -1 | 1% | -8% | 7% | u | u | 7 | -3% | x |
| COc1ccc2c3c1OC1C(=O)CC[C@@]4(O)[C@@H](C2)N(CC2CC2)CC[C@]314 (some centres undefined) | x | -10% | -3 | x | x | 3% | 0% | x | 2 | 2% | x |
| CN(C)/C=C/C(=O)C(Cl)(Cl)Cl | -1% | -9% | 10 | 2% | 2% | 4% | -9% | -1% | 2 | -6% | -8% |
| CCc1ccc(NP(=O)(Oc2ccccc2F)Oc2ccccc2F)cc1 | 3% | -15% | 0 | 1% | -4% | -6% | -13% | 0% | 4 | -7% | 1% |
| O=C(c1ccc(CNS(=O)(=O)c2ccccc2)cc1)N1CCC2(CC1)OCCO2 | 12% | -7% | -7 | 0% | 11% | 3% | u | -6% | 0 | -1% | -3% |
| CCN1C(=O)C(=C2C=C(C)OC(C)=C2)C(=O)N(CC)C1=S | -17% | 1% | 12 | -1% | 0% | 0% | 1% | 14% | 5 | 1% | 7% |
| COC(=O)C1=C(c2c(C)noc2C)C[C@@H]2CC[C@H]1N2C(=O)NC1CCCCC1 | -6% | 2% | 0 | x | x | 10% | 11% | x | -4 | 0% | x |
| CCCCCCCSc1cc(OC)c(CCN(C)C)cc1OC | -22% | u | 45 | -1% | -2% | -21% | u | 7.1µM* | 37 | -12% | -4% |
| Cc1[nH]c2c(Cl)cccc2c1CCN | 0% | 1% | 2 | -3% | -7% | 5% | 1% | -6% | -3 | 0% | -6% |
| Cc1cc(C)c(Cn2c(C(=O)O)c(C=O)c3ccccc32)c(C)c1 | 0% | 13% | 3 | -2% | 2% | 7% | u | u | -16 | 2% | -1% |
| Cc1ccc(N2C(=O)NC(=O)/C(=C/c3cnn(-c4ccc(C)cc4)c3)C2=O)cc1 | -1% | 7% | -7 | -4% | -4% | x | 10% | -5% | -6 | 1% | 23% |
| Clc1ccc(CSC(Cn2ccnc2)c2ccc(Cl)cc2Cl)cc1 (centres undefined) | u | -14% | -37 | -10% | 20% | -10% | u | u | x | 3% | -4% |
| CC(C)(C)N1C(=O)NC(=O)/C(=C\c2ccc3c(c2)CCN3CCCCl)C1=O | -3% | -9% | 12 | -2% | 3% | 17% | -2% | x | 0 | 0% | 14% |
| Cc1ccccc1-n1c(O)c(C(c2ccncc2)c2c(O)n(-c3ccccc3C)c(=O)[nH]c2=O)c(=O)[nH]c1=O | -2%&4% | 9%&1% | -3&2 | -2%&5% | 7%&2% | -1%&0% | 5%&4% | x | -2&5 | 1%&15% | -4%&-4% |
| COc1cc(Br)c(CNCCc2ccc3c(c2)OCO3)cc1OC | -7% | -1% | 2 | 4% | -5% | -1% | 5% | -25% | 8 | 0% | -1% |
| O=Cc1c(C(=O)O)n(Cc2ccc(Cl)cc2)c2ccccc12 | -8% | u | -4 | 0% | -19% | 10% | 4% | 1% | 6 | u | 6% |
| C[C@]12CC[C@H](O)CC1=CCC1C2CC[C@@]2(C)C1C[C@@H]1CC(=O)O[C@@H]12 (some centres undefined) | x | 0% | -16 | x | x | -4% | 4% | x | 1 | 2% | x |
| O=C1CN=C(c2ccccc2)c2cc([N+](=O)[O-])ccc2N1 | x | -27% | -4 | x | x | 6% | -1% | 0% | 6 | 2% | x |
| O=C(c1cccc(N2CCCC2=O)c1)N1CCC2(CC1)OCCO2 | -1% | -2% | 9 | 2% | -1% | 1% | -29% | -5% | -8 | -3% | -3% |
| C#CC(CC)(CC)NC(=O)Nc1ccc(OCC)cc1 | 2% | -8% | -4 | 2% | -1% | -1% | 0% | 2% | 0 | 0% | 1% |
| CC[C@]12CC[C@H](O)CC1=CCC1C2CC[C@]2(C)C(=O)CCC12 (some centres undefined) | x | -11% | 8 | x | x | -5% | u | x | 1 | 3% | x |

Not all compounds are listed; the hit share may differ from the screen's.
